Assay outcomes as filed in PubChem.
Pf apPOL block: Pf-apPOL inhibitors, biochemical, fluorescence; Plasmodium falciparum apicoplast DNA polymerase (apPOL); Recombinant Pf-apPOL, molecular beacon fluorescence, 1.5 h; inhibition, % at 10 µM; actives 0.25% (n = 210,000); AID 1794808, 2022
mHTT-CaM PPI inh: mutant huntingtin-calmodulin interaction inhibitors – biochemical, AlphaScreen, primary screen; P42858; AlphaScreen His-mHTT/GST-CaM binding, luminescence; inhibition, % at 15 µM; actives 3.6% (n = 190,000); AID 1671202, 2021;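 note: 0% = both proteins with DMSO and 100% = one protein alone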
* marks the source's active call; other numbers are inactive results; i = inactive; x = no result given; & = joins results of further samples. Cut-off read from the data, not from the text of the source: active = inhibition above about 50%; inactive = the rest. Some of the compounds tested; count on the stated rates, not on these rows.

A first look:
#	SMILES	Pf apPOL block	mHTT-CaM PPI inh
1	O=S(=O)(Cc1cccc(C(F)(F)F)c1)NCc1csc(-c2cccs2)n1	-7	x
2	Cc1cc([N+](=O)[O-])ccc1-c1ccc(C(=O)Nc2ccc(O)c(-c3nc4ccccc4o3)c2)o1	-6	0
3	CN(C)c1nc(NCCOC23CC4CC(CC(C4)C2)C3)nc(OCC(F)(F)F)n1	-13	7
4	O=C1CC(=Nc2ccc(Br)cc2)NN1c1ccccc1	-9	77*
5	O=C(NCc1ccc(N2CCOCC2)nc1)c1c(F)cccc1Cl	0	-5

The whole of this part, from the start:
#	SMILES	Pf apPOL block	mHTT-CaM PPI inh
1	O=S(=O)(Cc1cccc(C(F)(F)F)c1)NCc1csc(-c2cccs2)n1	-7	x
2	Cc1cc([N+](=O)[O-])ccc1-c1ccc(C(=O)Nc2ccc(O)c(-c3nc4ccccc4o3)c2)o1	-6	0
3	CN(C)c1nc(NCCOC23CC4CC(CC(C4)C2)C3)nc(OCC(F)(F)F)n1	-13	7
4	O=C1CC(=Nc2ccc(Br)cc2)NN1c1ccccc1	-9	77*
5	O=C(NCc1ccc(N2CCOCC2)nc1)c1c(F)cccc1Cl	0	-5
6	Cc1cc(C)c(S(=O)(=O)Nc2ccc(Cl)cn2)cc1C	-9	-4
7	CCOC(=O)c1ccc(OCC2c3cc(OC)c(OC)cc3CCN2C(=O)c2cccc(OC)c2)cc1 (stereo not given)	-4	40
8	COc1ccc(C2Nc3ccccc3-c3nnc(SC)nc3O2)cc1 (stereo not given)	2	-4
9	CC1CCCCC1NC(=O)c1cccn2c(=O)c3ccccc3nc12 (stereo not given)	-2	8
10	CCNCC(O)CN1CCC(C)CC1 (stereo not given)	0	-3
11	COCCN1COc2ccc3c(=O)c(-c4ccc(OC)c(OC)c4)c(C)oc3c2C1	-11	-1
12	Cc1nn(C2CCS(=O)(=O)C2)c(C)c1S(=O)(=O)Nc1ccc(F)c(Cl)c1 (stereo not given)	1	-8
13	Cc1nnc2n1N=C(c1ccc(Cl)cc1)CS2	14	6
14	O=C(Nc1ccc2c(c1)CCC2)C1CCN(c2nnc3ccccn23)CC1	-10	3
15	CCC(=O)c1ccc(OC(=O)N2CCOCC2)cc1	-2	3
16	Fc1ccc(CN2CCc3nc(N4CCN(c5ccccc5F)CC4)ncc3C2)cc1	4	10
17	Cc1ccc2c(c1)C(O)(C1COC(C)(C)CC1=O)C(=O)N2C (stereo not given)	-8	-1
18	Cc1ccc(N2C(=O)CSC2c2ccc([N+](=O)[O-])cc2)c(Br)c1 (stereo not given)	4	15
19	O=C1CC(CSc2ccccn2)=NN1	-1	x
20	O=C(Nc1cccc(NC(=O)c2cc(I)ccc2Cl)c1)c1ccccc1	0	-4
21	CCCc1ccc(C(=O)NCc2ccsc2)cc1	-24	-4
22	COc1ccc(OC)c(NC(=O)CCS(=O)(=O)c2ccc(Br)cc2)c1	4	-7
23	CCOc1ccc(C2NC(=O)c3c(sc4c3CCN(C)C4)N2)c(O)c1 (stereo not given)	-5	3
24	O=C(Nc1cccc(F)c1)N1CC(C(=O)N2CCCCC2)C2(CCOCC2)C1 (stereo not given)	-2	-1
25	O=C(N1CCCCCC1)C12CC3CC(CC(C3)C1)C2	-2	1
26	Cc1ccccc1C1CCCN1C(=O)c1cnn2c(C(F)F)cc(C3CC3)nc12 (stereo not given)	-2	-2
27	Cc1ccc(-c2nnc3s/c(=C\c4ccccc4)c(=O)n23)cc1	-6	6
28	Cc1sc2c(=O)n(C3CCCCC3)cnc2c1C(=O)NCc1ccccc1F	-4	1
29	COc1cccc(C2=CC(c3c(F)cccc3Cl)n3ncnc3N2)c1 (stereo not given)	3	4
30	CC1CCN(C(=O)c2cnn3ccc(C4CCN(C(=O)Nc5ccccc5)CC4)cc23)CC1	0	44
31	COc1ccc(C=NN2C(=O)C(=Cc3cccs3)N=C2c2ccccc2)cc1	-5	x
32	Cc1c(C(=O)NC(C)CC(C)C)cnc2c(-c3cccc(C(F)(F)F)c3)cnn12 (stereo not given)	1	19
33	Cc1cccc(N2C(N)=C(C#N)C(c3cc(Br)cs3)C3=C2CCCC3=O)c1 (stereo not given)	80*	51*
34	COc1ccc(CCC(=O)N2CCc3c(c(-c4nnc(SC)n4C)nn3C)C2)cc1	-5	1
35	Cc1ccc(NC(=O)CC2SC(=Nc3ccccc3)NC2=O)c(C)c1 (stereo not given)	-2	-4
36	O=C(NCC1CCN(C(=O)c2ccccc2F)CC1)c1nc2ccccc2s1	-8	15
37	CC1CCCCC1NC(=O)c1cc(-c2ccccn2)nc2ccccc12 (stereo not given)	-12	4
38	CCCn1cc(C2=CCN(C(=O)Nc3cccc(F)c3C)CC2)c2cccnc21	-8	0
39	COc1ccc(C(=O)NC2CC2)cc1OC	-3	-5
40	O=C(C1CCN(S(=O)(=O)c2cccnc2)CC1)N1CCc2ccccc2C1	-4	-2
41	Cc1noc(C2CCCCN2Cc2nc(-c3cccnc3)no2)n1 (stereo not given)	-3	-1
42	Cc1ccc(-c2c(C(=O)NCc3ccccn3)nc3ccccn23)cc1	-18	8
43	CS(=O)(=O)c1nc2ccccc2n1Cc1ccccc1Cl	0	-12
44	Cc1cccc(C(=O)N2CCCC(COc3cccc(C(=O)N4CCCCC4)c3)C2)c1 (stereo not given)	-2	0
45	COc1ccc(-c2nc3cc(NS(=O)(=O)c4ccccc4)ccc3o2)cc1Br	4	21
46	O=C(CNC(=O)c1cc2ccccc2o1)NCc1cccs1	1	0
47	COCCc1noc(COC2CCCN(C(=O)c3ccoc3)C2)n1 (stereo not given)	-2	-7
48	O=C1Nc2ccccc2C(=O)C1(N1CCOCC1)N1CCOCC1	-1	x
49	COc1cccc(-c2cc3n(n2)CCCN(C(=O)NCC2CCCO2)C3)c1 (stereo not given)	-6	4
50	COc1ccc(N2CCN(CC(O)COc3ccc(F)cc3)CC2)cc1 (stereo not given)	-3&-5	-5&10

(further entries)
#	SMILES	Pf apPOL block	mHTT-CaM PPI inh
51	COc1ccc(CCNC(=O)CCCn2c(SCC#N)nc3ccccc3c2=O)cc1OC	-12	-1
52	O=C(Cc1ccccc1)NC1CC(=O)N(Cc2ccccc2)C1 (stereo not given)	3	-12
53	Cc1ccccc1CNC(=O)c1csc(-c2ccncc2)n1	0	-13
54	CN(C)C=Nc1nc(Sc2ncccc2[N+](=O)[O-])n[nH]1	-2	x
55	Cc1ccc(NC(=O)N2CCc3c(c(COc4ccc(F)cc4)nn3C)C2)cc1C	-2	40
56	O=C(CC1CCCC1)Nc1cccn2nc(-c3cccnc3)nc12	-1	16
57	CC1CC(C)CN(S(=O)(=O)c2ccc(C(=O)Nc3nnc(C4CC4)o3)cc2)C1 (stereo not given)	-32	10
58	Fc1cccc(Nc2nc3nonc3nc2Nc2cccc(F)c2)c1	-9	38
59	O=C1OC(c2ccc(Cl)cc2)=C/C1=C\c1ccccc1	-19	7
60	Cc1ccn2cc(C(=O)NCc3cccc(Cl)c3)nc2c1	-3	0
61	O=C(NC1CC2CC1N(C(=O)c1ccc3c(c1)OCO3)C2)c1ccccc1 (stereo not given)	-2	3
62	COc1ccc(C=NNC(=O)c2nn(-c3ccc(C(C)(C)C)cc3)c(=O)c(C#N)c2C)cc1	-2	x
63	Nc1c(C(=O)NCC2CCCO2)c2nc3ccccc3nc2n1C1CCCC1 (stereo not given)	1	-8
64	O=C(Cc1ccccc1Cl)c1ccc(O)cc1O	-2	-3
65	COc1ccccc1/C=C/C=C1N=C(/C=C/c2ccc(C)cc2)OC/1=O	-1	46
66	Cc1ccc(C(C2=C(O)CC(C)(C)CC2=O)C2C(=O)CC(C)(C)CC2=O)cc1 (stereo not given)	-10	5
67	Cc1cc(C)cc(N2C(=O)C3N=NN(c4ccc(Br)c(C)c4)C3C2=O)c1 (stereo not given)	-2	5
68	Cc1nc(-c2ccccc2)sc1C(=O)N1CCC(CC(=O)NC2CCCCCC2)CC1	-7	6
69	O=S(=O)(NC1CC2CCC1C2)c1cc(Cl)ccc1Cl (stereo not given)	-5	-18
70	O=C(c1ccco1)N1CCCC2(C1)Nc1ccccc1NC2=NCc1ccccc1 (stereo not given)	-5	84*
71	Brc1ccc(-n2nnnc2C=CNCc2ccccc2)cc1	-7	x
72	Cc1cccc(NC(=O)c2cccnc2N(C)C)c1	0	0
73	Cc1cc2ncn(S(=O)(=O)N(C)C)c2cc1C	-4	-8
74	Clc1ccc(CNc2nnc(N3CCOCC3)c3ccccc23)cc1	-24	25
75	CCCOc1ccc(N2C(=O)CC(Nc3cc(Cl)c(O)c(Cl)c3)C2=O)cc1 (stereo not given)	2	13

Of the compounds above, 3 have a CF3 group.
#	SMILES	Pf apPOL block	mHTT-CaM PPI inh
1	O=S(=O)(Cc1cccc(C(F)(F)F)c1)NCc1csc(-c2cccs2)n1	-7	x
3	CN(C)c1nc(NCCOC23CC4CC(CC(C4)C2)C3)nc(OCC(F)(F)F)n1	-13	7
32	Cc1c(C(=O)NC(C)CC(C)C)cnc2c(-c3cccc(C(F)(F)F)c3)cnn12 (stereo not given)	1	19

Other structures follow.
#	SMILES	Pf apPOL block	mHTT-CaM PPI inh
76	Cc1noc(C)c1CC(=O)N1CCCC2(C1)Nc1ccccc1NC2=NC(C)(C)C (stereo not given)	-2	34
77	CC1C(=O)OC(c2ccc(Br)cc2)C(C)(C)C1=O (stereo not given)	-17	1
78	Cc1cccc(C2CCCN2C(=O)Nc2cccc(Cl)c2)c1 (stereo not given)	0	-1
79	COc1ccc(/C=C2/NC(=O)NC2=O)c(OC)c1C	-3	1
80	Cc1ccc(C(=O)Nc2ccc(I)cc2Cl)c(Cl)c1	-9	-6
81	Cc1ccc(Cl)c(OCCN2CCNCC2)c1	-4	-9
82	O=C(Nc1ccccc1F)N1CCC(N2CCN(Cc3ccc(F)cc3)C2=O)CC1	-2	0
83	O=C(CSc1nnc(CNC(=O)c2c(F)cccc2F)o1)Nc1cccc([N+](=O)[O-])c1	-3	-7
84	Cc1ccccc1CNC(=O)c1ccc(-c2cccnc2)nc1	-1	-2
85	Cn1cccc1C(=O)N1CCC(c2nncn2-c2ccccc2)CC1	2	2
86	CCOC(=O)C1C(=O)C(=O)N(C)C1c1ccccc1 (stereo not given)	-5	x
87	CC(C)(C)C(=O)N1CCCC(c2nc(CCNC(=O)C3CC3)cs2)C1 (stereo not given)	-7	-10
88	CCOc1ccc(-n2nc(C(=O)N3CCN(c4ccccn4)CC3)c3ccccc3c2=O)cc1	-4	11
89	COC(=O)C(Cc1csc2ccc(Cl)cc12)NC(=O)c1cccs1 (stereo not given)	2&-3	x
90	O=C(Oc1cccc2cccnc12)c1c(F)cccc1F	3&4	x
91	Cc1ccc(C(=O)Nc2ccc(N3CCN(C(=O)CC(C)C)CC3)nc2)cc1	-6	-2
92	Cc1ccc(-c2nc3ccccc3[nH]2)cn1	2	-4
93	COc1ccc(NC(=O)c2c(-c3c(F)cccc3Cl)noc2C)c(OC)c1	7	-2
94	CC(C)(C)c1ccc(C(=O)ON=C(N)Cc2ccc([N+](=O)[O-])cc2)cc1	2	x
95	O=C(Nc1nc2c(-c3ccccc3)c(C(F)(F)F)sc2s1)c1ccc(Cl)cc1	-7	x
96	CC(=O)N1CCc2sc(S(=O)(=O)NCc3ccc(C)cc3)cc2C1	0	0
97	CCOC(=O)C1CSCCS(=O)(=O)N1Cc1ccc(Br)cc1 (stereo not given)	-6	-4
98	COc1ccc(NC(=O)c2nc(C)oc2C)cc1F	6	-12
99	COc1ccc([N+](=O)[O-])cc1NC(=O)C1CCCCC1C(=O)O (stereo not given)	-10	-1
100	Cc1ccc(C(=O)NCCOc2cccc3cccnc23)cc1	-6&-2	-2&9

Values in list order from the entries so far.
Entries 77–85 in mHTT-CaM PPI inh, in turn: 1, -1, 1, -6, -9, 0, -7, -2, 2
Entries 77–85 in Pf apPOL block, in turn: -17, 0, -3, -9, -4, -2, -3, -1, 2

The list continues.
#	SMILES	Pf apPOL block	mHTT-CaM PPI inh
101	Cc1c(S(=O)(=O)c2ccc(Cl)cc2)csc1C(=O)N1CCN(c2ccc(C(F)(F)F)cn2)CC1	-20	x
102	O=C(CN(c1ccccc1)S(=O)(=O)c1ccccc1[N+](=O)[O-])NC1CC2CCC1C2 (stereo not given)	-10	5
103	Cn1cc(CN2CCN(C(=O)c3ccsc3)CC2)ccc1=O	9	1
104	COc1ccc(CNC(=O)C2CCN(Cc3ccc(Cl)cc3)CC2)cc1	0	-2
105	O=C1NC(c2ccncc2)Nc2sc3c(c21)CCCC3 (stereo not given)	-3	16
106	CCc1ccc(OCC(=O)O/N=C(\N)c2cccnc2)cc1	-4	i
107	COc1ccc(-n2nc(C(=O)O)c3ccccc3c2=O)cc1Cl	-1	-6
108	C=C(C)Cn1c(-c2ccc(N(C)C)cc2)nc2ccccc21	-11	32
109	O=C1CSC(c2ccccc2Br)N1c1cccc(C(F)(F)F)c1 (stereo not given)	-1	-42
110	O=C1c2ccc(Br)cc2C(=O)N1CNc1cc(Cl)ccc1Cl	-1	25
111	O=C(O)c1ccc(NCn2nnc3ccccc32)cc1	-1	-2
112	CN1CCCN(Cc2ccc([N+](=O)[O-])s2)CC1	-4	-4
113	O=C(NC1CCCCC1)c1nc(-c2ccncc2)cs1	-3	-5
114	Cc1ccc2c(c1)oc(=O)n2C1CCN(C(=O)C2CCCC2)CC1	-4	-1
115	CN(Cc1ccccc1)S(=O)(=O)c1cc(C(=O)Nc2ccc(Br)cc2)ccc1F	-8	-6
